# RPL19A TOR yeast – alters RPL19A-GFP fluorescence in TOR pathway yeast screen; AID 2025; S. cerevisiae RPL19A-GFP strain, flow cytometry, 3 h; active compounds read low; percent response vs DMSO, % at 10 µM; 330,000 compounds, 0.3% hits;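 active = percent response vs DMSO below 50%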;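 also: median channel GFP fluorescence of the barcoded RPL19A-GFP strain; ratio of sample median GFP to plate DMSO average so 100% = DMSO; lower means less RPL19A-GFP as with rapamycin TOR inhibition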
# MEP2-GFP yeast – yeast TOR pathway MEP2-GFP modulation; GFP response vs DMSO, % at 10 µM; S. cerevisiae MEP2-GFP strain, flow cytometry GFP, 3 h; 100% = DMSO control level; AID 2016; 330,000 compounds, 0.51% hits;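 active = GFP response versus DMSO above a set limit, roughly screen mean plus 3 SD, cut at about 180% in these data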;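 also: median GFP fluorescence of the barcode-gated MEP2-GFP cells per well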
# AHR act – human AHR activation; P35869; AHR-responsive luciferase reporter cells, luminescence; activation, % at 5 µM; 320,000 compounds, 2.5% hits; in the data active = activation above about 47%;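 also: 0% = vehicle wells and 100% = reference agonist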
# Target sequence (P35869 whole entry, looked up): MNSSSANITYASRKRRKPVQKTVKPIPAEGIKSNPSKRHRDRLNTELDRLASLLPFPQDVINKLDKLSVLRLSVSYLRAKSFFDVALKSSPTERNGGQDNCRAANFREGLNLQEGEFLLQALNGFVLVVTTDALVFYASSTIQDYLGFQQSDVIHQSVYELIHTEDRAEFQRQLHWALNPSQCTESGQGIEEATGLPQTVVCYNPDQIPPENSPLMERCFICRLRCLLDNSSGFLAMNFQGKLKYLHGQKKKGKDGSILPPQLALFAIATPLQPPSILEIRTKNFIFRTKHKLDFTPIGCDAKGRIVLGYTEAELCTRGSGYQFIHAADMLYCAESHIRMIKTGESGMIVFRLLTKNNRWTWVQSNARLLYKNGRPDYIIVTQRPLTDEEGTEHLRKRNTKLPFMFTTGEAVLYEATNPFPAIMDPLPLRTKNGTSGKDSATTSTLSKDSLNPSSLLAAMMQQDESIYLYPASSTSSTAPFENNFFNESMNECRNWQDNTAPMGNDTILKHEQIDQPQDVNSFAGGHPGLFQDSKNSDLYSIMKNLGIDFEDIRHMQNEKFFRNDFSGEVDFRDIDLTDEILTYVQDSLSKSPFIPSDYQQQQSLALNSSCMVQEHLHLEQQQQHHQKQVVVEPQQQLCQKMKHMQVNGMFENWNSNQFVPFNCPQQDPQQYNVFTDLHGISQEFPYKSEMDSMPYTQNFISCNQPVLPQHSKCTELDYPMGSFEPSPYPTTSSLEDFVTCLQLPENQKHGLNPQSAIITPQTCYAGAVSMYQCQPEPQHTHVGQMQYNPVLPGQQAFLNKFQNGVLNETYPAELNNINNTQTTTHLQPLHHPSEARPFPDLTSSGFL
# Yeast superoxide – lowers age-related superoxide in aged yeast cells | S. cerevisiae aged cells, superoxide DHE fluorescence; active compounds read low | superoxide response (% of plate mean), % at 10 µM | 330,000 compounds, 0.18% hits | AID 2690;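 active = superoxide response under a set limit, about three screen SD below normal, cut at about 65% in these data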;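 also: yeast aged for seven days with compound at 30 °C before DHE staining; 100% = average MFI of all compound-treated wells on the plate with controls excluded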
# AGP1 TOR yeast – alters AGP1-GFP fluorescence in TOR pathway yeast screen | S. cerevisiae AGP1-GFP multiplex flow cytometry, 3 h; GFP as percent of DMSO wells | GFP response vs DMSO, % at 10 µM | 320,000 compounds, 0.02% hits | AID 2066;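 active = GFP response relative to DMSO above a set limit, near screen average plus 3 SD, cut at about 150% in these data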;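 also: median GFP channel fluorescence of the gated AGP1 strain per well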
# Efflux pump mplx – blocks antifungal efflux pumps in multiplex yeast assay; S. cerevisiae Candida pump triplex, Nile Red efflux; AID 485275; 330,000 compounds, 0.44% hits; inhibition, % at 10 µM;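 active = plate passing quality check with inhibition over a set limit, or well fluorescence over plate mean plus 4 SD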;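 also: Nile Red retained in pooled yeast measured as flow cytometry median fluorescence; 0% = buffer negative control and 100% = Enniatin B positive control; higher means more Nile Red kept so more efflux inhibition; some compounds called inactive have numbers as strong as hits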
# LAP4 TOR yeast – yeast TOR pathway LAP4-GFP modulation | S. cerevisiae LAP4-GFP multiplex, flow cytometry GFP, 3 h; median GFP as percent of DMSO wells | GFP response vs DMSO, % at 10 µM | 320,000 compounds, 0.34% hits;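 active = GFP response vs DMSO above a set limit, about the screen mean plus 3 SD, cut at about 150% in these data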
# CIT2-GFP yeast – yeast TOR pathway CIT2-GFP modulation; S. cerevisiae CIT2-GFP strain, flow cytometry, 3 h; 100 means same as DMSO wells; GFP response vs DMSO, % at 10 µM; 320,000 compounds, 0.065% hits;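 active = GFP response relative to DMSO above a set limit, near the screen mean plus 3 SD, cut at about 150% in these data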;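 also: ratio of well median GFP fluorescence to mean of DMSO wells on the plate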
# Active calls of the source: *; nt = not tested or not shown.
# The first 4 compounds, to show the layout:
# Order of values – MEP2-GFP yeast	CIT2-GFP yeast	AGP1 TOR yeast	Efflux pump mplx	RPL19A TOR yeast	AHR act	Yeast superoxide	LAP4 TOR yeast
CC1(c2ccc(Cl)c(Cl)c2)NC(=S)N2C1NC(=S)N2c1ccccc1 (stereo not drawn)
→ 92	101	99	0.0	92	25	79	89
Cc1cc(CN(C)C(=O)CC2C(=O)NCCN2Cc2ccc(-c3ccccc3)cc2)on1 (stereo not drawn)
→ 110	99	104	0.0	98	3	87	108
Cc1cc(O)cc2c1C(=O)/C(=C/c1ccco1)O2
→ 136	115	98	0.0	105	16	91	110
CC(/C=N/N1CCN(c2ccccn2)CC1)=C\c1ccccc1
→ 99	95	90	0.3	100	1	100	86

# All compounds of this part (from the top)
# Order of values – MEP2-GFP yeast	CIT2-GFP yeast	AGP1 TOR yeast	Efflux pump mplx	RPL19A TOR yeast	AHR act	Yeast superoxide	LAP4 TOR yeast
CC1(c2ccc(Cl)c(Cl)c2)NC(=S)N2C1NC(=S)N2c1ccccc1 (stereo not drawn)
→ 92	101	99	0.0	92	25	79	89
Cc1cc(CN(C)C(=O)CC2C(=O)NCCN2Cc2ccc(-c3ccccc3)cc2)on1 (stereo not drawn)
→ 110	99	104	0.0	98	3	87	108
Cc1cc(O)cc2c1C(=O)/C(=C/c1ccco1)O2
→ 136	115	98	0.0	105	16	91	110
CC(/C=N/N1CCN(c2ccccn2)CC1)=C\c1ccccc1
→ 99	95	90	0.3	100	1	100	86
Cc1c(C(=O)N/N=C/c2ccc(O)cc2)sc(=S)n1C
→ 106	102	100	0.0	101	8	108	102
Cc1ccccc1CN1CCN(CC(=O)NC(C)c2ccccc2)CC1 (stereo not drawn)
→ 99	101	104	-0.1	100	1	90	92
Cc1ccc(NC(=O)CN(C)S(=O)(=O)c2cccs2)cc1F
→ 98	94	96	0.0	97	5	92	96
CCOC(=O)C1CCN(C(=O)COC(=O)c2ccccc2OCC)CC1
→ 93	107	96	0.0	100	0	82	89
CCc1ccc([C@@H]2CC=C(C(=O)O)CN2S(=O)(=O)c2ccc(C)cc2)cc1
→ 87	80	89	-0.1	96	-3	94	109
CCC1CCCCN1C(=S)Nc1ccc(OC(F)F)cc1 (stereo not drawn)
→ 99	91	107	0.0	107	0	84	110
O=C(NC1CCN(C(=O)NCc2ccccc2)CC1)c1cccc(F)c1
→ 106	94	101	-0.1	100	-1	114	93
CC(C)Cn1c(N)c(C(=O)NCc2cccs2)c2nc3ccccc3nc21
→ 104	97	103	-0.2	99	25	100	102
Cc1nc2nc[nH]n2c(=O)c1NC(=O)CCc1ccccc1
→ 102	94	105	0.2	102	0	96	99
N/C(=N\OC(=O)Cc1ccc(-c2ccccc2)cc1)c1cccnc1
→ 103	92	98	-0.1	101	6	107	112
O=C(Nc1ccc(Cl)cn1)c1cccc(F)c1
→ 83	84	83	0.1	97	3	95	102
CC1=C(C#N)CCC(=O)N1Cc1ccc(C)cc1
→ 95	99	103	-0.1	98	-1	93	94
COc1ccccc1OCCNC(=O)c1cccc(S(=O)(=O)N2CC(C)OC(C)C2)c1 (stereo not drawn)
→ 99	91	92	-0.4	94	2	119	94
O=C(CN1C(=O)c2ccccc2S1(=O)=O)NCc1cccnc1
→ 98	91	97	0.1	97	2	131	98
O=C(O)c1ccccc1C(=O)NCCc1ccc(Cl)cc1
→ 115	106	105	-0.1	104	97*	84	101
CCC(=O)c1ccc(N2CCCCC2)c(F)c1
→ 103	100	103	-0.1	102	-6	91	105
COc1cc2c(cc1OC)CN(CC(=O)Nc1ccc3c(c1)OC(F)(F)O3)CC2
→ 110	102	111	0.2	102	-5	106	98
COc1ccccc1CC(=O)NN1C(=O)c2ccccc2C1=O
→ 105	105	105	0.0	109	1	99	96
CC1CN(S(=O)(=O)c2ccc(C(=O)Nc3nc(-c4cc5ccccc5o4)cs3)cc2)CC(C)O1 (stereo not drawn)
→ 95	91	100	-0.4	99	0	108	94
O=C(Nc1ncccc1O)c1ccc(S(=O)(=O)Nc2ccccc2)cc1
→ 101	97	104	0.0	99	4	113	103
CCCCc1oc2ccccc2c1C(=O)c1cc(I)c(OCCN(CC)CC)c(I)c1
→ 92	72	78	0.0	89	-4	93	98
CCCNc1ncnc2nc[nH]c12
→ 96	106	95	0.0	103	2	96	97
Nc1c(C(=O)Nc2ccc(Cl)cc2)sc2nc(N3CCOCC3)c3c(c12)CCCC3
→ 101	104	106	-0.2	104	-2	149	108
O=S(=O)(Cc1ccccc1)/C1=C(\N2CCOCC2)CCCCCC1
→ 102	101	101	-0.1	100	-5	90	109
OCCSc1ncnc2c1oc1ccccc12
→ 94	97	93	-0.1	92	-4	105	101
CN(CCOc1ccc(Cl)cc1)C(=O)CN1C(=O)NC2(CCCC2)C1=O
→ 114	101	105	-0.1	101	-1	98	100
CSc1nc2nccc(-c3ccc(Oc4ccccc4)cc3)n2n1
→ 98	93	92	0.1	95	-6	99	105
COc1cccc(/C=N/NC(=O)c2ccc(=O)n(C)c2)c1OC
→ 105	105	108	0.1	104	9	104	98
Cc1ccc(N2CCN(S(=O)(=O)c3ccc4c(c3)NC(=O)C(C)C(=O)N4)CC2C)cc1 (stereo not drawn)
→ 92	117	103	0.1	102	0	91	108
COc1oc(-c2ccc(Cl)cc2)nc1C(F)(F)F
→ 108	108	103	-0.1	101	-1	78	94
O=C(Cc1ccccc1)NNS(=O)(=O)c1ccc(F)cc1
→ 99	100	102	0.1	95	-1	86	114
CC(=O)Nc1ccc(S(=O)(=O)NC(C(=O)O)C2=CCC=CC2)cc1 (stereo not drawn)
→ 96	91	91	0.0	96	0	96	96
CC1Cc2cc(S(=O)(=O)NCCc3ccccc3)ccc2N1C(=O)C1CC1 (stereo not drawn)
→ 97	108	104	0.0	99	6	108	105
CC1=NN(c2ccccc2)C(=O)C1/C=C1\NC(=S)NC1=O (stereo not drawn)
→ 99	102	92	0.1	103	1	98	100
O=C(Nc1nc(=O)[nH]s1)c1ccccc1
→ 99	85	95	-0.1	92	25	102	95
O=C(CSc1nc(O)c(Cc2ccccc2)c(=O)[nH]1)Nc1nnc(SCc2ccccc2)s1
→ 101	103	109	-0.1	100	0	107	102
CCCN(C(=O)C1CSC2(C)CCC(=O)N12)c1c(N)n(Cc2ccccc2)c(=O)[nH]c1=O (stereo not drawn)
→ 95	111	107	0.0	94	0	94	103
Oc1c(N=Nc2ccc(F)cc2)ccc2ccccc12
→ 96	88	91	-0.1	87	73*	99	85
COC(=O)CNC(c1ccccc1)c1cc(Br)ccc1NC(=O)OCc1ccccc1 (stereo not drawn)
→ 95	83	90	0.3	104	3	98	98
CC(C)C1O/C(=N/C(=O)Nc2ccc(Cl)c(Cl)c2)NC1=O (stereo not drawn)
→ 108	88	96	0.1	101	4	110	137
O=C(CC1C(=O)N(c2ccc(Cl)cc2)C(=S)N1CCc1ccncc1)Nc1ccc(F)cc1 (stereo not drawn)
→ 104	95	93	-0.1	96	3	88	96
COCCn1c(=S)[nH]c2cc(C(=O)NCCc3ccccc3)ccc2c1=O
→ 86	95	96	0.1	96	7	76	89
CCCSc1ccc([C@H]2N[C@@](CC(C)C)(C(=O)OC)[C@H]3C(=O)N(CC)C(=O)[C@@H]23)cc1
→ 102	106	115	0.2	107	-2	100	107
CS(=O)(=O)NN1C(=O)c2ccccc2NC1c1cccc2cccnc12 (stereo not drawn)
→ 101	98	104	-0.1	104	7	106	95
COC(=O)C1SCC2C(=O)N(Cc3ccc(F)cc3)CC(=O)N21 (stereo not drawn)
→ 103	103	102	-0.1	105	-2	76	95
CC(C)CN(Cc1c(O)ccc2c3c(c(=O)oc12)CCC3)CC(C)C
→ 98	104	103	-0.2	100	2	86	101
CCN(CC)c1ccc(C(=O)NNC(=O)CN2C(=O)NC(C)(c3ccccc3)C2=O)cc1 (stereo not drawn)
→ 103	95	97	-0.1	92	2	98	101
CCn1cc(C(=O)OCc2cccc(Br)c2)c(=O)c2ccc(C)nc21
→ 101	94	99	0.0	102	1	107	104
COCC1CCCCN1C(=O)c1cccc(OC2CCN(C(=O)C3CC3)CC2)c1 (stereo not drawn)
→ 98	108	101	-0.1	107	9	100	97
CC1=CC2=NC(=O)CC(C)(C(=O)N(CC(=O)NC(C)(C)C)C3CCCC3)N2C=C1 (stereo not drawn)
→ 105	nt	111	-0.2	110	-1	103	102
CCc1nc(C#N)c(N2CCCCC2)o1
→ 114	114	108	-0.1	111	-2	97	89
O=C(CN1CCN(C(=O)c2cccs2)CC1)Nc1ccc(Br)cc1
→ 101	90	97	0.2	103	14	132	101
Cc1ccc(-n2[nH]c(C)c(C=Nc3ccc(S(=O)(=O)Nc4nccs4)cc3)c2=O)cc1C
→ 103	102	101	0.0	101	7	108	89
COc1ccc(-c2csc(NC(=O)CN3C(=O)C4CCCCC4C3=O)n2)cc1OC (stereo not drawn)
→ 109	104	99	-0.2	103	0	112	104
CCC(C)c1ccc(NC(=S)Nc2ccc(OC)cc2)cc1 (stereo not drawn)
→ 98	89	102	-0.4	101	-3	104	105
O=C(CNC(=O)OCc1ccccc1)NC1CCCCNC1=O (stereo not drawn)
→ 97	99	91	-0.1	100	1	92	82

# Following part
# Order of values – MEP2-GFP yeast	CIT2-GFP yeast	AGP1 TOR yeast	Efflux pump mplx	RPL19A TOR yeast	AHR act	Yeast superoxide	LAP4 TOR yeast
N#CCCn1c(SCC(=O)Nc2ccc(N3CCOCC3)cc2)nc2ccccc21
→ 109	105	97	-0.4	105	10	90	110
Cc1ccc(S(=O)(=O)N2CCN(CC(=O)NC(=O)NCc3ccccc3)CC2)cc1C
→ 104	102	105	0.0	104	2	105	98
O=C1CCSc2ccc(Cl)cc2N1Cc1cccc(Cl)c1
→ 97	94	82	0.2	94	3	77	114
O=C(NCCC1=CCCCC1)c1ccc(=O)oc1
→ 106	105	104	-0.1	97	-7	96	97
Cc1c(C(=O)Nc2ccccn2)oc2ccccc12
→ 107	98	93	-0.1	102	115*	81	98
COc1ccc(-c2nc3c(c(SCC(=O)N4CCOCC4)n2)Cc2c(CO)cnc(C)c2O3)cc1
→ 102	99	102	0.2	103	5	86	103
CCOC(=O)N1CCc2c(sc3ncn(Cc4ccc(F)cc4)c(=O)c23)C1
→ 98	87	97	0.1	98	-1	106	112
Cc1ccc(-n2c(-c3c(-c4ccccc4)noc3C)n[nH]c2=S)cc1
→ 97	104	101	0.1	100	10	110	88
c1ccc(C[C@H]2CNCCN2CCc2cccc3ccccc23)cc1
→ 89	91	83	0.0	93	5	104	120
COc1ccc(NC(=O)CSc2nnnn2-c2ccccc2OC)c(OC)c1
→ 103	106	108	0.0	102	2	106	98
COc1ccccc1COC(=O)Nc1c(C)nn(C)c1Cl
→ 112	129	93	-0.1	107	2	100	77
NC(=O)[C@H]1CC2(CC(c3cccc(NC(=O)CC(c4ccccc4)c4ccccc4)c3)=NO2)CN1C(=O)CC(c1ccccc1)c1ccccc1 (stereo partly drawn)
→ 94	78	84	0.2	102	7	101	103
Cc1cccn2c(=O)c3cc(C(=O)N4COCC4(C)C)n(Cc4ccccc4)c3nc12
→ 99	89	99	0.3	103	1	102	91
CC(C(=O)N1CCCCC1)N(C)CC(=O)Nc1ccc(Cl)cc1 (stereo not drawn)
→ 90	90	97	0.1	94	1	105	99
CN(C(=O)COC(=O)c1ccc2c(c1)OCO2)C1CCS(=O)(=O)C1 (stereo not drawn)
→ 112	117	99	0.1	91	1	99	94
Cc1ccc2cc3cc(C(=O)N(CC(=O)NC4CCCC4)c4cccc(C)c4C)sc3nc2c1
→ 96	105	102	-0.1	95	0	88	93
O=C(OCc1nc2ccsc2c(=O)[nH]1)c1ccco1
→ 108	110	119	-0.1	110	6	111	107
O=C(CC12CC3CC(CC(C3)C1)C2)NCC(=O)N1CCc2ccccc2C1
→ 98	95	107	0.1	97	0	94	100
COC(=O)c1ccccc1NC(=S)NC(NC(=O)c1ccco1)C(Cl)(Cl)Cl (stereo not drawn)
→ 102	96	101	0.1	92	5	112	97

# Bioassay records as filed in PubChem.
